PHOSPHO1 block = PubChem AID 1565; Phosphoethanolamine/phosphocholine phosphatase (Homo sapiens), Q8TCT1; actives 1.1% (n = 290,000); recombinant PHOSPHO1, absorbance phosphatase assay; inhibition, % at 13.3 µM; in the data active = inhibition above about 60%
Target sequence (Q8TCT1 whole entry, looked up): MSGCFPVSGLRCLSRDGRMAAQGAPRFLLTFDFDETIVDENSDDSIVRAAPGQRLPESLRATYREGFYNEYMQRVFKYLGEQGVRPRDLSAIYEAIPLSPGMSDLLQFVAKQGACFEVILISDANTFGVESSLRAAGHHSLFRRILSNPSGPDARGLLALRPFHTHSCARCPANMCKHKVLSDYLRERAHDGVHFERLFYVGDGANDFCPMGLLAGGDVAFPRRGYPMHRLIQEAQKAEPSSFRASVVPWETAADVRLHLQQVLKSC
M18AAP inhibitor = PfM18AAP inhibitors, malaria aminopeptidase, primary screen, biochemical, QFRET, recombinant enzyme. H-Glu-NHMec fluorogenic cleavage. actives 1.2% (n = 290,000). AID 1822, 2009. M18 aspartyl aminopeptidase (Plasmodium falciparum 3D7). inhibition, % at 7.35 µM;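 active = inhibition above the campaign mean inhibition over all tested compounds plus 3 SD, cut at about 28% in these data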;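 also: 0% = plate median of test compound wells and 100% = 2 mM ZnCl2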
MEKK2wt PB1 HTS = modulators of MEK5 binding to wildtype MEKK2, primary screen, biochemical, multiplex bead flow cytometry, Alexa488-MEK5; Alexa488-MEK5 binding to MEKK2 WT; actives lie on both sides; binding response (% of control), % at 10 µM; actives 1.1% (n = 290,000); Mitogen-activated protein kinase kinase kinase 2 (Homo sapiens), Q9Y2U5; in the data active = binding response below about 67% or above about 130%
MEKK3 PB1 HTS = modulators of MEKK3-MEK5 PB1 binding, primary screen, biochemical, wildtype MEKK3, multiplex bead flow cytometry, Alexa488-MEK5; Mitogen-activated protein kinase kinase kinase 3 (Homo sapiens), Q99759; bead-based flow cytometry, Alexa488-MEK5 binding to MEKK3; actives lie on both sides; 0 = blocked by unlabeled MEK5, 100 = vehicle; AID 1529, 2009; binding response (% of control), % at 10 µM; actives 1.4% (n = 290,000);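 active = binding response more than 3 SD above or below the average of its plate-row segment, actives on both sides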;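 also: Alexa488 bead fluorescence after subtracting the streptavidin-only scavenger bead signal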
DNA FID counter = compounds displacing fluorescent DNA intercalator, primary screen, artefact control for HCV NS3 helicase inhibitor project, biochemical, FID fluorescence | DNA fluorescent intercalator displacement | inhibition, % at 7.9 µM | actives 0.17% (n = 290,000) | AID 1845, 2009; in the data active = inhibition above about 37%;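 also: 0% = vehicle and 100% = reference compound; higher means more ethidium bromide displaced from hairpin DNA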
OXTR agonist = human OXTR agonists, primary screen, fluorescence, CHO-OTR cells, Fluo-8 calcium; Oxytocin receptor (Homo sapiens), P30559; Fluo-8 calcium fluorescence; normalized: DMSO 0%, oxytocin 100%; activation, % at 3 µM; actives 0.32% (n = 320,000);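 active = activation above the mean of all tested compounds plus 3 SD, cutoff set per screening run, cut at about 20% in these data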;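 also: peak over basal fluorescence ratio from a 100 s FLIPR kinetic read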
Target sequence (P30559 whole entry, looked up): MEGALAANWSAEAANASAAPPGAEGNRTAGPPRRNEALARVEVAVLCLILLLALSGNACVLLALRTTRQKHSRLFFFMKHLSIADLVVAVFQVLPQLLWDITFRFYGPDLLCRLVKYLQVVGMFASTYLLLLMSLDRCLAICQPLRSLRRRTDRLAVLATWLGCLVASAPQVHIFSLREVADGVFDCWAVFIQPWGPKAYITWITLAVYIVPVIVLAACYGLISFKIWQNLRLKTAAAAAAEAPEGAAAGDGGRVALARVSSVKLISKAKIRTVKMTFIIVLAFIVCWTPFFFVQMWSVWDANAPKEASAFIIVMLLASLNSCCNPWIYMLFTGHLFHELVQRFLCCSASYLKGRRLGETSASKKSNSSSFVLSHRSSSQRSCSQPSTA
GPR7 antagonist = GPR7 receptor antagonists, primary screen, cell-based, fluorescence, single concentration | Neuropeptides B/W receptor type 1 (Homo sapiens), P48145 | GPR7-expressing cells, fluorescence antagonist assay | inhibition, % at 4.4 µM | actives 1.1% (n = 290,000) | AID 1861, 2009; in the data active = inhibition above about 16%, passing the limit was not always enough;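 also: cells stimulated with the agonist NPW; 0% = agonist with vehicle and 100% = vehicle without agonist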
MEKK2mut PB1 HTS = MEK5 binding signal on mutant MEKK2 PB1, primary screen, biochemical, multiplex bead flow cytometry, Alexa488-MEK5; AID 1530, 2009; percent response, % at 10 µM; actives 0.35% (n = 290,000); Alexa488-MEK5 binding to MEKK2 mutant; in the data active = percent response above about 24%, passing the limit was not always enough; also: inactives centre near 1; some results filed as inactive read as strong as hits; reference of the scale not given here
NALP1 inh = NALP1 inflammasome inhibitors in reconstituted yeast, colorimetric, S. cerevisiae, triplicate retest. actives 0.61% (n = 280,000). AID 2071, 2009. S. cerevisiae NALP1/ASC/caspase-1 growth, X-gal OD620, 72 h. inhibition, % at 10 µM; in the data active = inhibition mostly above about 24%, no sharp cut-off; inactive = mostly below about 32%; also: some compounds called inactive have numbers as strong as hits
* = called active by the depositor; · = not tested or not shown; [ ] = dose if it differs, or a comment.

mol	PHOSPHO1 block	M18AAP inhibitor	MEKK2wt PB1 HTS	MEKK3 PB1 HTS	DNA FID counter	OXTR agonist	GPR7 antagonist	MEKK2mut PB1 HTS	NALP1 inh
Nc1ncnc2c1ncn2[C@@H]1O[C@H](CO)[C@@H](O)[C@H]1O	4	1	100	106	-5	0.2	-25	3	18
O=S(=O)(c1ccc(S(=O)(=O)N2CCCC2)cc1)N1CCCCC1	31	-8	101	100	-9	0.6	-5	0	11
COCCCNC(=S)Nc1cccc2ncccc12	-81	3	98	96	-1	-0.2	-8	3	9
COc1ccccc1C(=O)NC(C(=O)NCCc1nc2ccccc2[nH]1)=C(C)C	28	-8	107	101	-20	-1.1	-5	2	13
Cc1cc(/C=C2/NC(=O)N(Cc3ccccc3F)C2=O)c(C)n1C(C)C	-2	-6	101	98	-23	0.0	-2	-1	22
COC(=O)c1c(NC(=O)Cc2ccccc2)sc2c1C(C(=O)OC)CC2 (stereo unspecified)	58	2	98	110	-28	-1.0	-4	-3	29
COc1ccc(C)cc1NC(=O)c1cc(S(=O)(=O)N2CCCC2)cn1C	23	4	103	104	-24	-1.8	-10	3	5
O=C(CCN1CCN(C(=O)c2ccccc2)CC1)c1ccc(Br)cc1	10	-4	99	101	-23	2.1	-10	9	-4
COc1ccc(OC)c(C(=O)COC(=O)c2c(OC)cccc2OC)c1	20	-2	100	100	-12	-1.5	-4	3	-9
O=C1C(Cl)=C(N2CCN(Cc3ccccc3)CC2)C(=O)N1Cc1ccccc1	16	-12	107	106	-4	-0.3	-14	6	2
O=C(Nc1nc(-c2ccc3c(c2)Cc2ccccc2-3)cs1)c1ccccc1	11	-11	86	85	7	-0.6	1	-4	30
CCN1C(=O)NC(c2cccnc2)C(C(=O)OC)=C1C (stereo unspecified)	-37	7	105	108	-2	-0.6	-12	6	5
COCCCNc1nc(N)c([N+](=O)[O-])c(N2CCCCCC2)n1	7	-6	99	102	-21	1.0	-4	5	5
COc1ccc(CCNC(=O)C2CCCN(c3nn4c(=O)cc(C)nc4s3)C2)cc1OC (stereo unspecified)	9	5	102	102	-17	·	3	3	11
COc1cc(C)c(Br)cc1S(=O)(=O)N1CCOCC1	6	0	98	98	-5	-0.5	-15	0	-78

Overlap with the part before: 3 compounds; new compounds follow.
mol	PHOSPHO1 block	M18AAP inhibitor	MEKK2wt PB1 HTS	MEKK3 PB1 HTS	DNA FID counter	OXTR agonist	GPR7 antagonist	MEKK2mut PB1 HTS	NALP1 inh
COCCCNc1nc(N)c([N+](=O)[O-])c(N2CCCCCC2)n1	7	-6	99	102	-21	1.0	-4	5	5
COc1ccc(CCNC(=O)C2CCCN(c3nn4c(=O)cc(C)nc4s3)C2)cc1OC (stereo unspecified)	9	5	102	102	-17	·	3	3	11
COc1cc(C)c(Br)cc1S(=O)(=O)N1CCOCC1	6	0	98	98	-5	-0.5	-15	0	-78
COc1cccc(C=NCCCN=Cc2cccc(OC)c2O)c1O	·	12	98	98	1	-0.6	-28	-1	-12
O=C(COC(=O)CC1CC2CCC1C2)Nc1cc([N+](=O)[O-])ccc1F (stereo unspecified)	-31	-3	97	99	13	-2.7	-3	-2	-3
N#Cc1ccsc1NC(=O)CCS(=O)(=O)c1ccccc1	23	-2	105	103	-5	0.4	-16	6	10
CCOc1ccccc1NC(=O)Cn1c(=O)sc2ccccc21	45	2	89	95	6	-1.7	1	-9	-2
CCOC(=O)c1c(CSc2ccccc2)n(C)c2cc(Br)c(OCC(O)CNC(CO)(CO)CO)cc12 (stereo unspecified)	1	2	95	69*[inhibitor]	24	-1.2	-10	-10	33
Cc1sc2nc(CN3CCOCC3)nc(N3CCOCC3)c2c1C	-2	-9	106	110	-7	-1.5	-1	13	5
Cc1ccccc1CSc1nnnn1-c1ccc(C(N)=O)cc1	18	3	102	104	-7	4.4	0	2	-1
COc1ccc(C)cc1NC(=O)C(=O)NNC(=O)c1ccco1	-10	-7	104	103	-4	-0.7	13	2	28
COc1cc(NC(=O)[C@H](C)NC(=O)N2CCn3c2nc2ccccc23)cc(OC)c1	44	3	103	103	-24	3.4	-13	1	7
OCCNc1cc(-n2nc(-c3ccccc3)cc2-c2ccccc2)ncn1	0	0	94	99	-35	-1.6	-4	-2	-1
CN(C)C(=S)NC1(C)CCS(=O)(=O)C1 (stereo unspecified)	35	14	101	100	-1	0.7	-13	1	10
Cc1ccc(NC(=O)C2CCCN2C(=O)c2cccs2)c(C)c1 (stereo unspecified)	9	-6	101	102	-5	-0.3	-22	-1	7
C=CCNc1nc(N)c([N+](=O)[O-])c(NCc2ccccc2)n1	29	2	103	97	-7	1.3	-25	0	16
Cc1cc(OCc2cn3cccnc3n2)ccc1Cl	-27	7	94	93	-3	-0.3	8	-2	39
CCn1c(SCC(=O)Nc2cc(NC(C)=O)ccc2OC)nnc1-c1cccnc1	12	-12	116	100	-5	-0.2	-9	9	-2

A section from the list above:
mol	PHOSPHO1 block	M18AAP inhibitor	MEKK2wt PB1 HTS	MEKK3 PB1 HTS	DNA FID counter	OXTR agonist	GPR7 antagonist	MEKK2mut PB1 HTS	NALP1 inh
Nc1ncnc2c1ncn2[C@@H]1O[C@H](CO)[C@@H](O)[C@H]1O	4	1	100	106	-5	0.2	-25	3	18
O=S(=O)(c1ccc(S(=O)(=O)N2CCCC2)cc1)N1CCCCC1	31	-8	101	100	-9	0.6	-5	0	11
COCCCNC(=S)Nc1cccc2ncccc12	-81	3	98	96	-1	-0.2	-8	3	9

(next part)
mol	PHOSPHO1 block	M18AAP inhibitor	MEKK2wt PB1 HTS	MEKK3 PB1 HTS	DNA FID counter	OXTR agonist	GPR7 antagonist	MEKK2mut PB1 HTS	NALP1 inh
Cc1cc(C)n(CC2CC(=O)N(c3ccccc3)C2=O)n1 (stereo unspecified)	20	-3	81	85	1	-0.7	-7	-5	-1
CCC[C@@H]1C[C@@]1(CCC)[C@@H](NP(=O)(c1ccccc1)c1ccccc1)c1ccc(C(=O)OC)cc1	-4	-7	89	96	-23	-2.4	1	-4	25
CCOc1nc(S(=O)(=O)c2ccc(C)cc2)c(Cl)s1	32	1	105	104	-17	-2.7	-3	5	-19
Cc1ccc(C(=O)C(C)OC(=O)c2cc3cc([N+](=O)[O-])ccc3oc2=O)cc1 (stereo unspecified)	0	3	99	97	-8	1.7	9	-4	21
O=C(Nc1cccc(C(F)(F)F)c1)c1cc2c(s1)-c1ccccc1OC2	0	-1	112	91	7	-0.2	9	1	40
CCNc1nc(OC)nc(SCC(=O)Nc2ccccc2)n1	15	5	105	107	-8	-0.6	-9	3	8
O=C1OC(c2ccc(Cl)cc2)=N/C1=C\c1cccnc1	27	-11	103	102	-4	-0.7	-14	12	-4
CCOC(=O)C1CCCN(C(=O)CSCc2ccccc2)C1 (stereo unspecified)	37	-3	105	106	-8	1.3	-4	3	8
CC1CCCCC1NC(=O)C1CC(=O)N(Cc2ccccc2)C1 (stereo unspecified)	9	-16	108	103	-12	0.0	10	3	13
COc1ccc2sc3c(=O)[nH]c4ccccc4c3c2c1	37	3	106	102	-5	0.2	2	7	9
Cc1cccc(C)c1NC(=O)C1CCN(C(=O)c2cccs2)CC1	52	-5	99	97	-9	-0.1	7	4	8
Cc1nn(-c2ccccc2)c(C)c1/C=C/C(=O)OC(C)C(=O)Nc1ncc(Cl)cc1Cl (stereo unspecified)	9	-4	106	118	-1	-1.8	-8	2	·
NS(=O)(=O)c1ccc(CCNC(=O)COC(=O)/C=C/c2ccc(Cl)cc2)cc1	11	-10	83	96	-21	0.2	2	-12	-10
CC(=O)NNc1ncnc2ccccc12	-6	5	111	98	1	-0.1	7	6	23
COc1cccc(-c2csc(NC(=O)Nc3ccccc3)n2)c1	29	1	111	107	-7	11	4	9	11

Additional structures follow.
mol	PHOSPHO1 block	M18AAP inhibitor	MEKK2wt PB1 HTS	MEKK3 PB1 HTS	DNA FID counter	OXTR agonist	GPR7 antagonist	MEKK2mut PB1 HTS	NALP1 inh
CCOc1ccc(/C=C/C(=O)c2c(O)c3ccccc3oc2=O)cc1	-1	0	·	·	-10	-0.7	-12	·	-2
CC(C)n1nc(C(=O)NCCc2ccc(S(N)(=O)=O)cc2)c2ccccc2c1=O	14	-11	100	100	-3	-0.6	-12	4	3
COc1ccc(NC(=O)Cn2nnc(C(=O)NCc3ccco3)c2N)cc1	17	-10	94	98	-5	0.6	-11	-4	9
COc1ccc(CSCCc2n[nH]c(=S)n2-c2ccccc2)cc1	-35	11	99	98	-20	0.7	-13	-3	19
CN1CCN(C(=O)c2ccc(CNS(=O)(=O)c3ccc(F)c(Cl)c3)cc2)CC1	22	-1	102	102	0	·	9	-3	20
Cc1cc(NC(=O)COn2nnc3ccc(Cl)cc32)no1	10	3	100	104	-5	0.1	-1	7	29
CC(C)(CO)NCc1cc(Br)ccc1OCc1ccccc1	-4	-1	101	101	8	0.2	0	5	-6

High-throughput results (PubChem)
